# Bioassay records (PubChem BioAssay)
# VLA-4 allo ag: allosterically activates the human VLA-4 integrin. Jurkat cells, LDV-FITC binding, flow cytometry. 24,000 tested, under 10 active. activation, % at 10 µM (by protocol);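 active = fluorescent ligand binding to cells raised by more than 40% of the manganese-induced maximum; inconclusive = compound's own fluorescence above 85% of the ligand control signal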;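 note: 0% = ligand binding without compound and 100% = manganese-stimulated maximal binding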
# Target sequence (P13612 whole entry, looked up): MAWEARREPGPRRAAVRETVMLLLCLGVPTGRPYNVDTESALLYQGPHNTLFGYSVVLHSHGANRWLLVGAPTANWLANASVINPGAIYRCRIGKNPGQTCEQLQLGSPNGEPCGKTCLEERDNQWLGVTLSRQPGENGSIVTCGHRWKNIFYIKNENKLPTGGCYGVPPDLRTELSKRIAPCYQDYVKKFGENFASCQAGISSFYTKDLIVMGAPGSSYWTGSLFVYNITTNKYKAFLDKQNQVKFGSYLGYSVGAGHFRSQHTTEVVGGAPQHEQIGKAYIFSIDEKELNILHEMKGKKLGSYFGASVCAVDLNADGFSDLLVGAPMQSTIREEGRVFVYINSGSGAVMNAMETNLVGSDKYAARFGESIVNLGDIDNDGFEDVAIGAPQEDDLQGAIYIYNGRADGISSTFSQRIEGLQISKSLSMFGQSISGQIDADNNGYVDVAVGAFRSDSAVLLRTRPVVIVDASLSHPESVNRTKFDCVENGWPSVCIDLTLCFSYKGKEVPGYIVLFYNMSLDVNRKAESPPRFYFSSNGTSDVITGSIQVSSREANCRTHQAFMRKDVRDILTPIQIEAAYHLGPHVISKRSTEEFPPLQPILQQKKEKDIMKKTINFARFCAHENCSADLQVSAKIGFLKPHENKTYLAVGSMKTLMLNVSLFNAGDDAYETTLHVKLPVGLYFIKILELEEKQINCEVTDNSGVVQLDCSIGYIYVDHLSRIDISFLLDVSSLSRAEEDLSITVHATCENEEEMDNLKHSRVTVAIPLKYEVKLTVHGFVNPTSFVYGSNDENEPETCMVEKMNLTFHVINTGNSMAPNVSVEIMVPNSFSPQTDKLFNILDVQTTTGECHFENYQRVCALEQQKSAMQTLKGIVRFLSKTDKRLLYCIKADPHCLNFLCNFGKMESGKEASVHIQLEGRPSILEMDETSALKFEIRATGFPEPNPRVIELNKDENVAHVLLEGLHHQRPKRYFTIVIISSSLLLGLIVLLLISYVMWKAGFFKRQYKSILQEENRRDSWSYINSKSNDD
# Autofluor Jurkat: autofluorescence counter-screen for VLA-4 integrin assays. Jurkat cells, compound autofluorescence, flow cytometry; active compounds read high; 1 = vehicle-only cell background. fluorescence ratio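 (tested at 10 µM compound in the well)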. 24,000 compounds, 0.61% hits. AID 576;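 active = fluorescence ratio above 2.44, which is 1 plus 3 SD of all ratios; inconclusive = signal too bright to measure linearly, ratio around 10 or more; inactive = fluorescence ratio below 2.44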;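 note: green fluorescence of cells measured with 488 nm excitation and 530 nm emission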
# Prostate diff: activators of LNCaP prostate cell differentiation; side scatter shift, % at 10 µM; 24,000 compounds, 0.56% hits; AID 795; flow cytometry side scatter, 4 d;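 active = side scatter shift above 30%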;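 note: androgen-responsive LNCaP prostate cancer cells in charcoal-stripped serum medium; percent of cells past a gate set so DMSO wells show 10% shift; higher shift means more granular cells and more differentiation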
# VLA-4 antagonist: inhibitors of LDV-FITC ligand binding to Mn2+-activated human VLA-4 integrin | P13612 | Jurkat cells, LDV-FITC binding with Mn2+, flow cytometry; 100% = Mn2+-driven binding gain fully reversed | inhibition, % at 10 µM (by protocol) | 24,000 compounds, 0.2% hits;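 active = inhibition above 50%; inconclusive = compound itself fluorescent, judged against control cell fluorescence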;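 note: 0% = Mn2+ stimulated cells lacking compound and 100% = ligand binding without Mn2+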
# * marks the source's active call; other numbers are inactive results; u = inconclusive; x = not tested or not shown. Not all compounds are listed. The share of hits here may be higher or lower than overall.
SMILES,VLA-4 allo ag,Autofluor Jurkat,Prostate diff,VLA-4 antagonist
O=C(CSc1ncnc2c1nnn2Cc1ccccc1F)N1CCN(c2ccccc2)CC1,-11,1.3,7,37
CC(C)Cn1cc(C(=O)N2CCOCC2)c2c3ccccc3n(C)c2c1=O,0,1.1,3,6
CCOC(=O)N1CCC(NC(=O)c2ccc3nc(N4CCOCC4)sc3c2)CC1,1,0.98,3,4
CCCC(=O)N1CCN(S(=O)(=O)c2cc(Cl)ccc2OC)CC1,4,0.84,4,10
COCc1[nH]nc2c1C(C1C=CCCC1)C(C#N)=C(N)O2 (configuration not stated),-2,1.1,7,-18
CCOC(=O)c1c(C)oc2ccc(OCC(N)=O)cc12,-6,1.1,7,-1
O=[N+]([O-])c1cccc2cn[nH]c12,-1,1,1,-6
COc1ccc2[nH]c3c(c2c1)CN(C)CC3,3,1.1,12,4
CCc1ccccc1NC(=O)CSC1=C(C#N)C(c2ccc(O)c(OC)c2)C2=C(CCCC2=O)N1 (configuration not stated),6,1.1,10,-4
COc1cc(OC)c(C2N(c3ccccn3)C(=O)C3CCCN32)cc1OC (configuration not stated),3,0.99,8,-5
O=C1NCCCc2c1oc1cc(Br)c(O)c(Br)c21,-1,1.1,5,-12
O=C(CSc1nnc(-c2cccs2)o1)N1CCOCC1,5,1.1,8,-10
Cc1noc(C)c1S(=O)(=O)N1CCCC(C(=O)NCCc2ccc(Cl)cc2)C1 (configuration not stated),-10,1.1,7,19
COc1ccccc1NC(=O)CSc1nnc(CNC(=O)COc2ccc(Cl)cc2)o1,1,1.1,8,-7
Cn1c(SCC(=O)Nc2ccccc2F)nnc1-c1cccnc1,3,1.1,2,-1
Fc1ccccc1N1CCN(c2nc3ccccc3n3nnnc23)CC1,u,u,15,u
COc1ccc(Cc2nc(-c3ccc(Br)o3)no2)cc1OC,2,1.2,12,-4
COC(=O)c1cc2oc(C)cc2n1CC(=O)N(C)c1ccccc1,-6,1,5,-4
COCCN1CSC(=S)N(Cc2ccco2)C1,u,1.1,11,u
CCn1c(=O)cc(SCC(=O)NCCN2CCN(Cc3ccccc3)CC2)c2ccccc21,-7,1.1,20,27
CCC1Sc2ccccc2N(CC(=O)NCCC(C)C)C1=O (configuration not stated),8,0.96,11,3
Cc1ccc(S(=O)(=O)N2CCN(C(=O)CN3C(=O)NC4(CCOc5ccccc54)C3=O)CC2)cc1 (configuration not stated),-8,1.1,7,10
CN(C)CCn1c(C(=O)Nc2ccccc2)cc2ccccc21,-2,1,13,-4
O=C(CN1CCN(S(=O)(=O)c2ccc(F)cc2)CC1)Nc1ccc2c(c1)OCO2,-3,1.1,14,6
CCOC(=O)c1cc(-c2ccccc2)n(CC(=O)O)c1C,5,0.96,1,10
Cc1ccccc1-c1nc(CN2CCC(C(=O)N3CCN(c4ccccn4)CC3)CC2)c(C)o1,-3,1.2,3,29
CSc1ccccc1NC(=O)c1onc(C)c1Cl,1,0.98,3,6
CCC(CC)C(=O)Nc1cccc(C(=O)NCc2ccco2)c1,12,1.1,x,-26
O=C(CCc1ccc(S(=O)(=O)N2CCOCC2)cc1)NCCc1ccccn1,-4,1,7,14
CCC1CCCCN1CCn1c(=S)[nH]c2cc(OC)c(OC)cc2c1=O (configuration not stated),5,1.1,15,-10
Cc1ccc2c(c1)N(CC(=O)NC1CCC(C)CC1)C(=O)CO2 (configuration not stated),-1,1.1,10,0
Cc1ccccc1-c1nc(CS(=O)CC(=O)NCCCN(C)c2ccccc2)c(C)o1 (configuration not stated),-6,1.1,6,27
CC(=O)Nc1c(O)nc(SCC(=O)Nc2nnc(CC(C)C)s2)[nH]c1=O,12,1.1,9,-8
COc1cccc(CN2C(=O)C3(C(C#N)=C(N)OC4=C3C(=O)CCC4)c3ccccc32)c1 (configuration not stated),-2,1,6,0
CC1CCC(NS(=O)(=O)c2ccc3c(c2)n(C)c(=O)c(=O)n3C)CC1 (configuration not stated),6,0.92,10,-10
CN1C(=O)NC(c2ccc(O)cc2)C(C(=O)c2cccs2)C1(O)C(F)(F)F (configuration not stated),6,0.91,15,8
COc1cc(NC(=O)c2c(F)cccc2F)nc(OC)n1,-2,0.99,12,3
O=C(Nc1cccc(C(=O)N2CCOCC2)c1)c1cccnc1,6,1.1,12,-15
CCOc1ccc(C2CC(c3ccc(F)cc3)Nc3nc(N)nn32)cc1 (configuration not stated),1,1,9,2
CCn1c(=O)cc(OCC(=O)Nc2cc(C)ccn2)c2ccccc21,-3,1,16,13
Cc1ccc2c(c1)CCCN2C(=O)C1CCCO1 (configuration not stated),0,1,4,-8
CC(C)(C)n1cnc2cc(NS(=O)(=O)c3ccc(Br)cc3)ccc21,-8,1.1,6,0
COc1ccc(C2C(C(=O)NCC3CCCO3)CCC(=O)N2c2ccc3c(c2)OCO3)cc1 (configuration not stated),-5,1.1,2,-16
COc1cccc(C2NC(CC(C)C)(C(=O)O)C3C(=O)N(Cc4ccccc4)C(=O)C23)c1O (configuration not stated),0,0.94,11,-14
O=C1CCC(=O)N1c1cccc(-c2nc3ccccc3o2)c1,0,1.1,4,5
CN1CCc2c(sc3c2C(=O)NC(c2cccc(OC(=O)c4cccs4)c2)N3)C1 (configuration not stated),u,3.2*,7,u
COc1ccc(C(=O)c2coc3ccc(O)c(CN4CCOCC4)c23)cc1,-4,1.1,11,30
COc1cccc(C2=Nn3c(nnc3-c3ccccc3O)SC2)c1,0,1.1,5,-8
COc1ccccc1Cn1nnc2c(=O)[nH]c(C3CCN(C(=O)c4ccccc4Cl)CC3)nc21,-3,1.1,5,-17
COc1cc(OC)nc(NC(=O)CSc2nc3ccccc3o2)n1,0,0.99,6,-10
Cc1ccccc1CS(=O)(=O)Cc1ccc(C(=O)NCCCN2CCOCC2)o1,-1,1.1,10,-10
COC(=O)C1OC2(OC1C(=O)OC)c1ccccc1-c1ccccc12 (configuration not stated),3,1,2,-18
Cc1cc(=O)n(CCO)c(O)c1C#N,2,0.99,1,-7
CCOc1ccccc1N1C(=O)c2cccnc2C1=O,2,1.1,7,-9
Cc1c(C(=O)N2CCN(c3ccccc3F)CC2)sc2nc(-c3ccccc3)cn12,-11,1.1,10,35
CCCNC(=O)Cn1cnc2sc(C(=O)N3CCN(CCC)CC3)c(C)c2c1=O,1,1,2,0
CC1(C)CC(=O)c2cc(OCC(=O)N3CCN(c4ccccc4F)CC3)ccc2O1,-11,1,8,4
CC(C)C(OC(=O)c1ccco1)C(=O)NCc1ccccc1 (configuration not stated),-6,1,9,-10
OC(CN1CCN(c2ccccc2)CC1)c1ccc2c(c1)CCN2 (configuration not stated),4,0.99,4,1
CC(=O)N1CCC(N(C(=O)Nc2ccc(C)c(C)c2)C2CCCC2)CC1,0,0.97,8,0

# The listing continues.
SMILES,VLA-4 allo ag,Autofluor Jurkat,Prostate diff,VLA-4 antagonist
Cc1ccc(C(=O)NCCCN2CCOCC2)cc1N1CCCC1=O,8,0.96,15,-24
Cc1ccc2nc(-c3ccc(S(=O)(=O)N4CCOCC4)cc3)cn2c1,1,1,4,-18
O=C1COc2ccc(C(=O)NCc3ccco3)cc2N1,2,1,8,-16
CC1CCc2nc3ccc(S(=O)(=O)N4CCC(C(=O)NC5CCCC5)CC4)cc3c(C(=O)O)c2C1 (configuration not stated),7,1.1,11,-20
O=C(CCN1C(=O)C2C3C=CC(C3)C2C1=O)NCc1cccnc1 (configuration not stated),5,0.99,9,-1
C=CCOC(=O)C(C#N)c1nc2ccccc2nc1N1CCN(Cc2ccccc2)CC1 (configuration not stated),u,2.8*,5,u
COc1cc2c(cc1OC)C(C)N(C(=O)c1cc3n(n1)C(C(F)(F)F)CC(c1ccco1)N3)CC2 (configuration not stated),-14,1,2,12
CC1=C(C(=O)N2CCCCCC2)C2(CCC(C)CC2)OC1=O (configuration not stated),6,1,1,-2
CCn1c(=O)c2cc(C(=O)N3CCN(C(=O)c4ccco4)CC3)sc2c2ccccc21,-2,1.2,0,3
Cc1noc(C)c1S(=O)(=O)N1CCC(C(=O)N2CCN(c3ccccc3Cl)CC2)CC1,2,0.98,2,9
COc1ccc(-c2nnc(SCCC(=O)O)n2-c2ccccc2)cc1,6,0.97,0,-12
COc1ccc(CCNC(=O)CN(C)S(=O)(=O)c2cccc3nsnc23)cc1OC,-1,1.1,10,-7
CCOCCCn1c(=S)[nH]c2cc3c(cc2c1=O)OCO3,u,1.1,6,u
Cn1c([N+](=O)[O-])cnc1COC(N)=O,1,0.98,2,-2
CCc1ccc(N(CC(=O)O)S(=O)(=O)c2c(C)noc2C)cc1,7,1.1,5,-8
CC(=O)Nc1ccc2c(c1)CCC2=O,3,1,5,5
O=C(CCN1C(=O)C2C3C=CC(C3)C2C1=O)NC1CCCc2ccccc21 (configuration not stated),5,1,11,-8
CC1CCCN(c2ccc(C(=O)NCc3cccs3)cn2)C1 (configuration not stated),-10,1.1,7,8
COC(=O)c1ccc(CSc2nc(-c3ccc(OC)cc3)nc3c2c(=O)n(C)c(=O)n3C)o1,5,1,12,-21
O=C(Cn1c(=O)sc2ccccc21)NCc1ccccn1,1,0.99,9,-4
CCn1c(=S)sc2c(=O)n(-c3ccccc3)c(SCC(=O)NCc3ccco3)nc21,1,1.1,6,-2
CC(C)N(Cc1nc(-c2ccc(Cl)cc2)no1)C(=O)CCC1CCCC1,-1,1.1,8,6
COC(=O)c1ccc(-c2nc(-c3cccs3)no2)cc1,-3,1.2,9,-6
CCOc1ccc(-c2nnc3ccc(SC)nn23)cc1,4,0.96,13,-26
O=C(NCc1ccco1)c1sc(=S)n2c1[nH]c(=O)c1ccccc12,-10,1.2,3,-4
CCC(Sc1ccc2nnc(-c3ccc(F)cc3)n2n1)C(=O)O (configuration not stated),7,1,2,-38
CCOC(=O)c1oc2ccccc2c1NC(=O)c1ccc(S(=O)(=O)N2CCCC2)cc1,0,1.1,10,2
O=C(CCCCn1c(=O)[nH]c2ccsc2c1=O)NCc1cccnc1,13,1,11,-12
O=C(CCNS(=O)(=O)c1cccc2nonc12)NC1CCCc2ccccc21 (configuration not stated),u,1.7,4,u
Cc1cc(C)cc(N(CC(=O)NCc2ccco2)S(=O)(=O)c2c(C)noc2C)c1,4,0.95,15,6

# Part of the list above, reformatted.
SMILES	VLA-4 allo ag	Autofluor Jurkat	Prostate diff	VLA-4 antagonist
COc1ccc(CCNC(=O)CN(C)S(=O)(=O)c2cccc3nsnc23)cc1OC	-1	1.1	10	-7
CCOCCCn1c(=S)[nH]c2cc3c(cc2c1=O)OCO3	u	1.1	6	u
Cn1c([N+](=O)[O-])cnc1COC(N)=O	1	0.98	2	-2
CCc1ccc(N(CC(=O)O)S(=O)(=O)c2c(C)noc2C)cc1	7	1.1	5	-8
CC(=O)Nc1ccc2c(c1)CCC2=O	3	1	5	5
O=C(CCN1C(=O)C2C3C=CC(C3)C2C1=O)NC1CCCc2ccccc21 (configuration not stated)	5	1	11	-8
CC1CCCN(c2ccc(C(=O)NCc3cccs3)cn2)C1 (configuration not stated)	-10	1.1	7	8
COC(=O)c1ccc(CSc2nc(-c3ccc(OC)cc3)nc3c2c(=O)n(C)c(=O)n3C)o1	5	1	12	-21
O=C(Cn1c(=O)sc2ccccc21)NCc1ccccn1	1	0.99	9	-4
CCn1c(=S)sc2c(=O)n(-c3ccccc3)c(SCC(=O)NCc3ccco3)nc21	1	1.1	6	-2
CC(C)N(Cc1nc(-c2ccc(Cl)cc2)no1)C(=O)CCC1CCCC1	-1	1.1	8	6
COC(=O)c1ccc(-c2nc(-c3cccs3)no2)cc1	-3	1.2	9	-6
CCOc1ccc(-c2nnc3ccc(SC)nn23)cc1	4	0.96	13	-26
O=C(NCc1ccco1)c1sc(=S)n2c1[nH]c(=O)c1ccccc12	-10	1.2	3	-4
CCC(Sc1ccc2nnc(-c3ccc(F)cc3)n2n1)C(=O)O (configuration not stated)	7	1	2	-38
CCOC(=O)c1oc2ccccc2c1NC(=O)c1ccc(S(=O)(=O)N2CCCC2)cc1	0	1.1	10	2
O=C(CCCCn1c(=O)[nH]c2ccsc2c1=O)NCc1cccnc1	13	1	11	-12
O=C(CCNS(=O)(=O)c1cccc2nonc12)NC1CCCc2ccccc21 (configuration not stated)	u	1.7	4	u
Cc1cc(C)cc(N(CC(=O)NCc2ccco2)S(=O)(=O)c2c(C)noc2C)c1	4	0.95	15	6

# Next compounds
SMILES,VLA-4 allo ag,Autofluor Jurkat,Prostate diff,VLA-4 antagonist
Cc1oc(-c2ccccc2)nc1Cn1cccc1C1=NC(c2ccccc2)CO1 (configuration not stated),2,0.93,7,7
COc1ccc2[nH]c3c(NCCN(C(C)C)C(C)C)ncnc3c2c1,u,1.3,x,u
COc1cc(-c2nc(N)n[nH]2)cc(OC)c1OC,4,0.87,13,17
CCC(C(=O)NCc1ccco1)n1nc(-c2ccc(OC)cc2)ccc1=O (configuration not stated),-3,1.1,12,-1
CCOc1ccc(C2/C(=C(/O)c3ccc(OC)cc3)C(=O)C(=O)N2c2cc(C)on2)cc1OC (configuration not stated),11,1.1,12,-44
